Compound activity deposited in PubChem by NCI.
Growth percent in the NCI-60 one-dose screen (48 h, 10 µM unless noted): 100 = growth as untreated, 0 = no growth, -100 = all killed.
HCT-15 – HCT-15 colon cancer; hit rate 5.2% among 82,000; AID 1794746
HT29 – HT29 colon cancer. hit rate 7.4% among 81,000. AID 1794748
NCI-H226 – NCI-H226 lung cancer | AID 1794732 | hit rate 3.5% among 79,000
HCT-116 – HCT-116 colon cancer | hit rate 7.3% among 82,000
SW-620 – SW-620 colon cancer; hit rate 5.2% among 82,000; AID 1794795
COLO 205 – COLO 205 colon cancer | hit rate 7.3% among 79,000 | AID 1794742
KM12 – KM12 colon cancer cells; hit rate 5% among 82,000
NCI-H322M – NCI-H322M lung cancer; hit rate 2.7% among 80,000; AID 1794733
NCI-H460 – NCI-H460 lung cancer; AID 1794736; hit rate 6.8% among 82,000
* = called active by the depositor; · = not tested or not shown; & = joins results of further samples; [ ] = dose if it differs, or a comment. How the source made its calls: active means growth percent below 10; inactive means the rest.

SMILES	HCT-15	HT29	NCI-H226	HCT-116	SW-620	COLO 205	KM12	NCI-H322M	NCI-H460
COc1ccc(-c2cs/c(=N\N=C\c3cccc(C)c3)n2C)cc1	85	88	75	65	95	93	83	100	95
CC(=O)OCC(OC(C)=O)C(OC(C)=O)C(CNc1cc(C)c(C)cc1N=Nc1ccc([N+](=O)[O-])cc1)OC(C)=O (stereo not drawn)	70	75	105	62	94	·	81	64	97
NS(=O)(=O)c1ccc(CCNC(=O)CSc2nccc(=O)[nH]2)cc1	101	100	107	102	101	116	103	96	107
CCC1C(c2ccccc2)=CCC(C(=O)O)C1C (stereo not drawn)	104	120	108	107	106	110	111	103	114
CC[C@]12C=CCN3CC[C@@]4(c5ccc(OC)cc5N(C)[C@H]4[C@@](O)(C(=O)OC)[C@@H]1OC(=O)CCCN[C@H](Cc1cc4ccccc4[nH]1)C(=O)OC)[C@@H]32	100	107	95	103	90	110	102	105	101
Nc1c(C(=O)Nc2ccccc2Cl)sc2nc3c(cc12)CCCCCC3	26	9.4*	31	19	34	34	29	49	31
N#Cc1ccc(-c2cc3cc(Br)ccc3oc2=O)n(N)c1=O	100	71	98	89	106	80	60	74	99
COc1cc2nc(Cl)nc(NCCO)c2cc1OC	99	110	98	113	104	125	·	105	96
CC(=O)CC(=O)Nc1ccc(NC(=O)CC(C)=O)cc1	113	109	102	107	99	117	116	111	105
CC/C=C\C[C@H]1C/C=C2/C(=O)C(Cl)=C[C@@H]2C/C=C\CCCC(=O)O1	-91*	-56*	-11*	-81*	-75*	-60*	-74*	0.1*	-43*
CCOC(=O)c1ccc(/C=C/c2ccc(S(=O)(=O)O)cc2)cc1	104	100	101	106	90	·	103	92	101
N#Cc1cccc(C2C3=C(COC3=O)N(CCO)c3cc4c(cc32)CCC4)c1 (stereo not drawn)	10.0*	4.8*	28	8.7*	21	-26*	11	34	3.8*
CC(N=C(NC#N)Nc1ccncc1)C(C)(C)C (stereo not drawn)	105	101	101	100	98	107	110	·	101
C#CC(NCCC(C)CC(C)(C)C)C(C)C (stereo not drawn)	100	105	99	94	100	104	99	114	106
CNC(=O)c1ccccc1Nc1nc(Nc2cc(OC)c(OC)c(OC)c2)ncc1Br	3.3*	-0.3*	10	1.4*	5.3*	-71*	7.6*	-23*	-37*
O=c1ccc(-c2ccccc2)nn1Cc1nc(-c2ncccn2)no1	103	99	·	94	108	118	106	106	107
Cc1ccc(-c2c3c(C)nn(-c4ccccc4)c3nc3nc[nH]c(=O)c23)cc1	98	90	108	103	108	115	101	115	100
O=c1[nH][n+](-c2no[n+]([O-])c2-c2ccc(Cl)cc2)no1	94	110	·	94	102	110	101	104	100
O=C1CCCC=CC[C@H]2C=C(Cl)C(=O)C2=CC[C@H](CCCCC(F)(F)F)OC(=O)CCCC=CC[C@H]2C=C(Cl)C(=O)C2=CC[C@H](CCCCC(F)(F)F)OC(=O)CCCC=CC[C@H]2C=C(Cl)C(=O)C2=CC[C@H](CCCCC(F)(F)F)OC(=O)CCCC=CC[C@H]2C=C(Cl)C(=O)C2=CC[C@H](CCCCC(F)(F)F)O1	84[3.5 µM]	102[3.5 µM]	115[3.5 µM]	101[3.5 µM]	85[3.5 µM]	125[3.5 µM]	101[3.5 µM]	93[3.5 µM]	99[3.5 µM]
CC(C)(C)n1cc(-c2ccnc(NCCNS(=O)(=O)c3ccc(F)cc3)c2)c(-c2ccccc2)n1	74	60	88	90	99	95	96	98	100
Cc1ccc(S(=O)(=O)N2CC=C(N)N2)cc1	101&105	100&99	100	106&120	102&105	110&101	101&101	103	106&106
CCCCCCCCOc1ccc(/C=N/Nc2cc(C)nc3ccc(Cl)cc23)cc1OCCCCCCCC	121	97	99	107	101	113	100	109	105
Cc1ccc(N=Cc2cc3ccccc3nc2N2C(=O)CC(=O)NC2=O)cc1	103	105	·	97	94	105	98	94	99
ClCC(Cl)C1CC2C=CC1C2 (stereo not drawn)	110	98	105	93	108	113	96	108	107
N/C(=N\C(N)=N\c1nc2ccccc2s1)c1ccccc1	84	107	84	96	102	110	92	93	94
O=c1[nH]c(=O)n2c(c1-c1ccccc1)OC(CBr)C2 (stereo not drawn)	104	100	100	96	107	108	97	105	107
CN(C)c1ccc(/C=C/c2ccnc3c(O)cccc23)cc1	27	99	·	19	22	100	16	29	0.9*
Cc1nnc(C)n1N	111&111	106&108	89&91	101&109	102&98	115&116	102&113	107&113	109&108
c1ccc(OC[C@@H]2CN(Cc3cn4ccccc4n3)CCO2)cc1	97	108	88	95	102	103	107	102	107
Brc1ccc(-c2nn(-c3ccccc3)cc2-c2nn[nH]n2)s1	96	117	86	88	97	120	100	96	102

Retrieved by structure from the list above:
SMILES	HCT-15	HT29	NCI-H226	HCT-116	SW-620	COLO 205	KM12	NCI-H322M	NCI-H460
Cc1ccc(-c2c3c(C)nn(-c4ccccc4)c3nc3nc[nH]c(=O)c23)cc1	98	90	108	103	108	115	101	115	100
CC(C)(C)n1cc(-c2ccnc(NCCNS(=O)(=O)c3ccc(F)cc3)c2)c(-c2ccccc2)n1	74	60	88	90	99	95	96	98	100
COc1cc2nc(Cl)nc(NCCO)c2cc1OC	99	110	98	113	104	125	·	105	96
ClCC(Cl)C1CC2C=CC1C2 (stereo not drawn)	110	98	105	93	108	113	96	108	107
O=c1[nH]c(=O)n2c(c1-c1ccccc1)OC(CBr)C2 (stereo not drawn)	104	100	100	96	107	108	97	105	107
Nc1c(C(=O)Nc2ccccc2Cl)sc2nc3c(cc12)CCCCCC3	26	9.4*	31	19	34	34	29	49	31

Next section
SMILES	HCT-15	HT29	NCI-H226	HCT-116	SW-620	COLO 205	KM12	NCI-H322M	NCI-H460
O=C(Nc1ccc(Cl)cc1)N1CCN(C(c2ccc(F)cc2)c2ccc(F)cc2)CC1	50	68	81	64	75	86	80	72	68
NC1=NC(c2ccc(F)cc2)c2c(n[nH]c2N)N1 (stereo not drawn)	103	92	96	98	98	97	105	97	104
COC(=O)C(Cc1ccccc1)NC(=O)CCCNC(=O)OCc1ccccc1 (stereo not drawn)	107	32	103	101	101	110	95	88	108
CN(C)CCN1C(=O)CC(c2ccccc2)Sc2ccccc21 (stereo not drawn)	113	114	91	100	113	121	115	107	117
O=C(O)/C=C/c1ccccc1C(=O)O	107	108	103	108	104	109	96	111	103
O=C1NC(=O)c2cc(-c3ccccc3)sc2C1=O	100	101	98	105	100	107	104	105	93
Oc1ccccc1CNCC12CC3CC(CC(C3)C1)C2	55	60	88	34	58	67	85	95	85
CCOC(=O)c1nnn(Cc2cc(=O)oc3ccc(O)cc23)c1C	103	103	100	96	98	105	102	105	99
CN1CCN(CC#CCn2c3c(c4ccccc42)C[C@]2(C)[C@H]4CC[C@@H]5[C@H]6[C@H]7OC(=O)[C@@]6(CCC7(C)C)CC[C@@]5(C)[C@]4(C)CC[C@H]2C3(C)C)CC1	38	30	92	35	91	108	94	106	99
CS(=O)(=O)c1nccc(-c2c(-c3ccc(OCCN4CCOCC4)cc3)nc3sccn23)n1	81	124	92	100	110	125	103	100	111
O=C(Cn1[nH]c(=O)c2ccccc2c1=O)OCc1cccc(C(F)(F)F)c1	97	104	98	105	100	129	105	117	116
Brc1ccc(-c2nc3sc(-c4ccc5c(c4)OCO5)nn3c2Br)cc1	100	77	86	85	102	96	89	83	102
CC[n+]1ccc(/C=C/c2ccc(O)c(OC)c2)cc1	100	91	95	92	103	109	88	93	105
C/C=C/C(=O)OC(C)CCC(CC)CCCC (stereo not drawn)	104	103	105	104	95	96	104	102	101
C[C@]12CCC(=O)C=C1CCC1C2[C@@H](O)C[C@@]2(C)C1CC[C@]2(O)C(=O)COC(=O)CCC(=O)O (stereo partly drawn)	112	107	77	106	113	110	109	95	102
CCn1ncc2c(NNS(=O)(=O)c3ccc([N+](=O)[O-])cc3)ncnc21	105	108	87	100	93	111	103	101	80
CC(=O)OC1Oc2cc(C)c(C)cc2-c2oc(=O)c(-c3ccc(F)cc3)cc21 (stereo not drawn)	47	16	102	32	27	79	24	113	38
CC(C)C(=O)Oc1c(Cl)cc(Cl)c(Cl)c1Cl	104	66	88	93	96	115	101	111	100
Cc1nc2cc(-c3cc(C(F)(F)F)cc(C(F)(F)F)c3)ccc2c(=O)n1-c1cccc(Cl)c1	90	69	82	74	94	103	89	101	·
COCCOc1ccccc1	94	122	105	109	90	112	112	114	100
N/N=C(\N/N=C/c1ccccc1)c1ccccc1	110	113	101	104	101	125	102	·	104
CCCCCCCCCc1ccc(S)cc1	115	112	106	104	107	129	105	131	118
C=CC1(C)C(O[Si](C)(C)C(C)(C)C)CC2C3OC(=O)NC31c1cccc3c1[C@H](C(=O)N3C)C2(C)C (stereo partly drawn)	32	57	67	39	65	41	50	78	45
CCCCCc1ccc(S(=O)(=O)OCc2cc(=O)c(O)co2)cc1	95	107	110	95	99	109	102	100	101
COc1cc2ncnc(Nc3ccc(F)c(Cl)c3)c2cc1OCC(=O)N1CCN(c2ccc(F)cc2)CC1	93	87	96	89	101	101	100	36	101
CCN(CC)CCCNC(c1ccccc1)C(O)c1ccccc1 (stereo not drawn)	102	89	104	96	99	109	102	111	96
O=C(N/N=C/c1cc2ccccc2nc1Cl)c1cc(-c2nc3ccccc3[nH]2)nc2ccccc12	83	90	100	99	101	98	97	100	104
COc1ccc(C2=C(C#N)[C@]3(C(=O)Nc4ccc(OC)cc43)c3c(-c4ccccc4)nn(-c4ccccc4)c3N2)cc1	81	76	75	87	90	85	85	86	85
Cc1cc(C)c(Nc2nc3c(s2)C2=CC[C@H]4[C@@H]5CC[C@H]([C@H](C)CCCC(C)C)[C@@]5(C)CC[C@@H]4[C@@]2(C)CC3)c(C)c1	99	102	87	101	107	111	98	99	108
O=[N+]([O-])c1cccc(C2NC3=C(NNC(=S)O3)c3c2sc2c(F)cccc32)c1 (stereo not drawn)	103	103	80	93	95	117	97	102	93
O=C(O)C(Cc1ccccc1)N1C(=O)/C(=C\c2ccc(-c3ccc(Cl)cc3)o2)SC1=S (stereo not drawn)	96	112	·	107	104	116	106	104	103
COc1ccc(C(=O)/C=C/c2ccc3c(c2)OCO3)cc1S(N)(=O)=O	72	95	92	19	76	109	90	74	89
CCCCCCCCOC(=O)Nc1ccccc1	101	102	103	98	101	108	104	104	103
CCCCSc1nc(Nc2ccc(/C(C)=N/NC(N)=S)cc2)c(C#N)c(-c2ccc(OC)cc2)n1	76	87	-6.3*	38	97	125	79	75	46
N#CC1=C(N)Oc2ccc(Cl)c(O)c2C12C(=O)Nc1ccccc12 (stereo not drawn)	73	80	61	44	56	99	49	·	50
C#CCOc1cccc(Nc2ncc3ncn(C4CCN(C(=O)C=C)C4)c3n2)c1 (stereo not drawn)	92	93	73	86	101	106	96	65	92
CC(C)=C1CCC(C)C/C1=N\N=C(N)N (stereo not drawn)	100	102	98	102	103	108	107	97	102
CN1NC(=O)c2ccccc2NC1=S	102	108	·	94	103	110	115	107	104
CN1C(=O)C2=C(NCCN(C(=O)Cc3ccc(C(F)(F)F)cc3)C2c2ccc(Cl)c(Cl)c2)C1(C)C (stereo not drawn)	91	95	90	83	100	106	99	107	99
Cc1cc(=O)n(C(=O)COc2ccc3c(C)c(Cc4ccccc4)c(=O)oc3c2C)[nH]1	119	97	93	109	102	117	100	89	110
COc1cc2oc(-c3cccc(C(=O)Nc4ccc(Cl)cc4)c3)cc(=O)c2c(OCCNC(=O)[C@@H](N)CO)c1OC	83	37	95	24	-38*	41	35	55	40
CC1CC=CCC1C(=O)OC/C=C/COC(=O)C1CC=CCC1C (stereo not drawn)	101	93	102	85	99	124	100	105	102
COc1ccc(N=Nc2c(N)nn3c(-c4ccc5ccccc5c4)ccnc23)cc1	105	100	101	95	99	120	103	111	106
CCN(c1ccccc1)S(=O)(=O)c1ccc(Oc2ccccc2)c(N)c1	97&103	95&98	87&94	87	105&111	115&117	107&113	102&109	102&116
NC(Cc1ccc(O)cc1)C(=O)N/N=C/c1ccccc1Cl (stereo not drawn)	108	102	88	98	100	117	110	98	104
COc1cccc(/C=N/NC(=O)C[N+](C)(C)C)c1O	95	105	105	108	107	123	102	102	115
COc1cc2c(c(OC)c1OC)C(=O)CC(c1cccc(NC(=O)c3cc(NC(=O)[C@@H](N)Cc4ccccc4)ccc3Cl)c1)O2 (stereo partly drawn)	53	103	73	60	97	110	85	94	88
COc1ccccc1/C=C/C(=O)c1ccc(OC)c(S(N)(=O)=O)c1	7.5*	19	40	5.0*	21	1.1*	6.7*	30	5.8*
CCN1CCN(C(=O)[C@]23CC[C@@H](C)[C@H](C)[C@H]2C2=CC[C@@H]4[C@@]5(C)C/C(=C/c6cc(C(F)(F)F)cc(C(F)(F)F)c6)C(=O)C(C)(C)[C@@H]5CC[C@@]4(C)[C@]2(C)CC3)CC1	103	106	101	95	99	111	101	102	102
CCOc1ccc(OCc2ccc(C(=O)NCC3CCCO3)o2)cc1 (stereo not drawn)	100	98	107	95	102	111	105	108	108
Following part.
SMILES	HCT-15	HT29	NCI-H226	HCT-116	SW-620	COLO 205	KM12	NCI-H322M	NCI-H460
O=C(CC(=O)N1CCOCC1)N1CCOCC1	107	106	111	·	115	113	110	113	118
O=[N+]([O-])c1ccccc1S(=O)(=O)n1ccc2nc(Cl)nc(Cl)c21	84	97	84	81	92	108	95	100	101
O/N=C/c1ccco1	100	90	98	105	103	102	108	102	108
COc1cc2c(cc1OC)[C@H](c1ccc3c(c1)OCO3)[C@@H](C)C(C)=C2	82	82	97	73	111	122	98	·	96
COc1cccc2c1n([O-])c1cccc(OC)c1[n+]2=O	88	73	98	49	68	98	73	107	48
